Pf apPOL block = Pf-apPOL inhibitors, biochemical, fluorescence. Plasmodium falciparum apicoplast DNA polymerase (apPOL). Recombinant Pf-apPOL, molecular beacon fluorescence, 1.5 h. inhibition, % at 10 µM. 210,000 tested, 0.25% active. AID 1794808, 2022
mHTT-CaM PPI inh = mutant huntingtin-calmodulin interaction inhibitors – biochemical, AlphaScreen, primary screen; P42858; AlphaScreen His-mHTT/GST-CaM binding, luminescence; inhibition, % at 15 µM; 190,000 tested, 3.6% active; AID 1671202, 2021;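 note: 0% = both proteins with DMSO and 100% = one protein alone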
* = called active by the depositor; i = inactive; . = no result given; & = joins results of further samples. Cut-off read from the data, not from the text of the source: active = inhibition above about 50%; inactive = the rest.

Value order – Pf apPOL block, mHTT-CaM PPI inh
COc1cccc2nnc(NC(=O)Cc3cccc(F)c3)n12
    4, 9
CCOc1ccc(S(=O)(=O)N=C2C=C(Nc3ccc(O)cc3)C(=O)c3ccccc32)cc1
    0, 94*
CCc1nccn1Cc1nc(-c2ccccc2Cl)no1
    -3, 2
Cc1ccc(C)c(N(CC(=O)Nc2ccccc2C(=O)NCc2ccccc2)S(C)(=O)=O)c1
    0, 3
O=C(NC1CCCC1)c1nn2c(c1Cl)NC(c1ccccc1)CC2C(F)(F)F (stereo not drawn)
    6, 6
C#CC1(NC(=O)c2ccccc2C(=O)Nc2cc(C(F)(F)F)cc(C(F)(F)F)c2)CCCCC1
    -3, .
CCCc1[nH]nc2c1C(c1ccc(F)cc1)C(C#N)=C(N)O2 (stereo not drawn)
    8, 6
CC1(C(=O)NCc2ccccc2)CCC(=O)N1Cc1ccco1 (stereo not drawn)
    -1, 2
O=S(=O)(NC(c1ccccc1)C(Cl)Cl)C(F)(F)F (stereo not drawn)
    -10, 0
O=C(Nc1cccc(Cl)c1)c1ccc(-n2cnnn2)cc1
    6, 3
N#Cc1c(NC(=O)c2ccc(Cl)cc2Cl)sc2c1CCCCC2
    -1, 10
O=C(c1ccc2ncsc2c1)N1CCC(c2nnc(-c3ccc(F)cc3)o2)CC1
    -5, -7
COC(=O)c1sccc1NN=C(C#N)S(=O)(=O)c1cccs1
    -15, .
O=C(N/N=C/C=C/c1ccco1)c1cccs1
    ., i
Cc1ccc(-n2nc(C)c3sc(N4CCC(NC(=O)CC(C)C)CC4)nc32)cc1
    -3, 0
CCc1ccc(C(=O)N2CCC(n3c(-c4ccco4)nc4cccnc43)C2)cc1 (stereo not drawn)
    0, 76*
CCOC(CNC(=O)CCNS(=O)(=O)c1ccc(OC)cc1)OCC
    -5, 3
CCC(CC)C(=O)Nc1ccc([N+](=O)[O-])cc1C
    -2, 5
COC(=O)c1c(NC(=O)C2CC2)sc2c1CCCC2
    ., -8
CN1CCN(C(=O)c2ccc(-c3cccs3)nc2)CC1
    -2, -6
c1nc2c(c(N3CCN(Cc4ccoc4)CC3)n1)CCC2
    -1, 2
CCOc1ccc(C(=O)Nc2ccc(OC)cc2OC)cc1Br
    -2, 0
CC(=O)c1sccc1N1C(=O)c2ccccc2C1=O
    -13, .
Cc1ccc(C2CCCN2C(=O)c2nc3nc(C)cc(C(F)F)n3n2)cc1 (stereo not drawn)
    -4, -4
O=C(Cc1c[nH]c2ncccc12)NCc1cccc(Cl)c1
    -1, -11
COc1ccc(-c2nc3c(c(=O)[nH]2)CCN(C(=O)C2COc4ccccc4O2)C3)cc1 (stereo not drawn)
    -2, 26
CCN1C(=O)CCc2cc(NS(=O)(=O)c3ccc(C)c(F)c3)ccc21
    -2, -4
CS(=O)(=O)N1Cc2ccccc2CC1C(=O)Nc1cccc(C(F)(F)F)c1 (stereo not drawn)
    4, 0
NC(=O)c1cc(=O)[nH]c2ccc(F)cc12
    -4, 1
Cc1cccn2cc(C(=O)N3CCN(C4CCCCC4)CC3)nc12
    -2, -12

Single records, as listed above. Values in the order: Pf apPOL block, mHTT-CaM PPI inh
NC(=O)c1cc(=O)[nH]c2ccc(F)cc12 is entered as -4, 1
O=C(Cc1c[nH]c2ncccc12)NCc1cccc(Cl)c1 is entered as -1, -11
CS(=O)(=O)N1Cc2ccccc2CC1C(=O)Nc1cccc(C(F)(F)F)c1 (stereo not drawn) is entered as 4, 0

Next entries
Value order – Pf apPOL block, mHTT-CaM PPI inh
CC(NC(=O)c1cn2c(n1)CCCC2)c1cccnc1 (stereo not drawn)
    0, 9
COc1ccc(C(=O)O)cc1S(=O)(=O)Nc1ccc(Cl)cc1
    -2, -6
CCC12CC3CC(NC(C)=O)(C1)CC(C(=O)O)(C3)C2 (stereo not drawn)
    -3, .
COc1ccc(C2=N/C(=C\c3ccc(C)cc3)C(=O)O2)c(Cl)c1
    -4, -6
Cc1c(C(=O)Nc2ccc(N3CCCC3)cc2)cccc1[N+](=O)[O-]
    -4, 33
CCn1cc(C(=O)N2CCN(c3ccccn3)CC2)c(=O)c2ccc(C)nc21
    -5, 3
Cc1ccc(OCCCC(=O)Nc2nc(C)c(C)s2)cc1
    -1, 0
Cc1ccc(CC2CC(=O)N(c3nc4ccccc4s3)C2=O)cc1 (stereo not drawn)
    4, -3
COc1ccc(Cl)cc1NC(=O)CCn1nc(C)c(Cl)c1C
    -3, -14
Cc1ccc(C)c(NC(=O)C2C(=O)CNC34CCCCC3C2c2ccccc2O4)c1 (stereo not drawn)
    -9, 6
CCOc1ccccc1N(C)C(=O)C1CCCN(c2ncnc3c2nc2n3CCCCC2)C1 (stereo not drawn)
    0, 0
O=C1CC2(CCCC2)CC(=O)N1c1ccc2c(c1)OCO2
    -4, .
CN(CCO)C12CC3CC(CC(C3)C1)C2
    -1, -5
COc1ccc(Cl)cc1NS(=O)(=O)Cc1ccccc1
    -4, -4
O=c1c(C=NCc2ccco2)c(C(F)(F)F)[nH]n1-c1ccc([N+](=O)[O-])cc1
    0, 12
C=CCn1c(CNC(=O)c2ccccc2)nc2ccccc21
    -8, -1
COC(=O)CC1C(=O)NCCN1C(=O)c1cc2cccc(OC)c2oc1=O (stereo not drawn)
    -4, 1
O=C(C1CC2CCC1C2)N1CCCN(C(=O)C2CC3CCC2C3)CC1 (stereo not drawn)
    -2, -2
CCC(CC)C(=O)Nc1ccc([N+](=O)[O-])cn1
    -12, 0
COc1ccc(OC)c(Nc2ncc3c(n2)CCN(Cc2cccc(C)c2)C3)c1
    -3, 64*
O=C(NCc1nc(-c2ccccc2)no1)C1CC(=O)N(c2cccc(Br)c2)C1 (stereo not drawn)
    3, -1
Cn1cc2c3c(cccc31)CN(C(=O)c1cccs1)CC2
    6, 25
CC(C)c1ccc(OCC(=O)N(C)c2ccccc2)cc1
    -6, -14
CCOc1ccccc1C(=O)N1CCCC1c1nc(-c2cccc(C)c2)no1 (stereo not drawn)
    -1, 16
CCc1cccc(NC(=O)C2CCN(c3cc(=O)n(C)c(=O)n3CC)CC2)c1
    -6, 31
Cc1nc2ccccc2nc1NO
    -2, -3&2
O=C(O)c1nccnc1C(=O)Nc1cccc(O)c1
    12, -6
CC(=O)Nc1cccc(N2CC(C(=O)Nc3ccc(C)cc3)CC2=O)c1 (stereo not drawn)
    -3, 2
O=C(Nc1ccc(F)cc1)C1CCc2nc(N3CCN(C(=O)C4CCC4)CC3)sc2C1 (stereo not drawn)
    2, 11
COc1cc2c(cc1OC)C(COc1ccccc1OC)N(C(=O)CC(C)C)CC2 (stereo not drawn)
    0, 5
O=S(=O)(c1ccc(-c2cc(C(F)(F)F)on2)s1)N1CCc2c([nH]c3ccc(F)cc23)C1
    1, .
O=C(NC1CC1)c1ccc(OCC2CCN(C(=O)c3cccnc3)CC2)cc1
    0, -9
Cc1ccccc1C(=O)NCCSCc1ccccc1Cl
    -9, -7
CC(O)c1nc2ccccc2n1Cc1ccc(Br)cc1 (stereo not drawn)
    -4, -7
COc1ccccc1N1C(=O)C2C(C1=O)C1(C)C=CC2(C)O1 (stereo not drawn)
    3, 0
CC1=NN(c2ccccc2)C(=O)C1C(C)C[N+](=O)[O-] (stereo not drawn)
    -2, -5
CC(=O)C1=C(O)C(=O)N(CCCC(=O)O)C1c1ccc([N+](=O)[O-])cc1 (stereo not drawn)
    -11, -1
CCOc1ccc(OCCCOc2ccccc2C(=O)O)cc1
    -8, 0
COc1cccc(C(=O)N2CCCC(c3nncn3C)C2)c1 (stereo not drawn)
    5, -14
Cc1cc(C(=O)NCC2CCCO2)c(C)n1CCN(C)C (stereo not drawn)
    1, -8
CCc1cc(C(=O)Nc2ccccc2)no1
    -1, -4
COc1cc2c(cc1OC)C(C(=O)Nc1ccc3c(c1)OCO3)C(c1cccs1)N(C)C2=O (stereo not drawn)
    0, 12
COc1cc2c(cc1OC)C(c1ccccc1F)NCC2 (stereo not drawn)
    -7, -4
CCOc1ccc(C2CC(=O)Nc3n[nH]c(C)c32)cc1OC (stereo not drawn)
    -4, 5
COc1ccccc1-c1noc(C2CCCN2C(=O)Nc2cccc(F)c2)n1 (stereo not drawn)
    -2, -8
CC(C)C(=O)N1CCCC1COc1ccc(C(=O)NC2CC2)cc1 (stereo not drawn)
    8, -8
Cc1cc(C)n2nc(SCc3ccccc3Cl)nc2n1
    5, -3
CC1C(=O)N(c2ccc(F)c(Cl)c2)CCN1C(=O)c1cccs1 (stereo not drawn)
    -4, 5
O=C(c1cccc(C#Cc2ccccc2)c1)N1CCN(c2ccccc2F)CC1
    7, -10
COCCNC(=O)N1CCCC2(C1)Nc1ccccc1NC2=NCc1ccccc1 (stereo not drawn)
    -6, 98*
ON=CC1=C(Cl)c2ccccc2CC1
    -12, .
O=C1C(=Cc2cccnc2)Oc2c1ccc(O)c2CN1CCCCCC1
    -4, 11
CCOC1=NS(=O)(=O)c2ccccc21
    3, -3
Cc1cccc2cc(C3CC(c4ccc(Br)cc4)=NN3S(C)(=O)=O)c(Cl)nc12 (stereo not drawn)
    -2, 4
CCN(Cc1ccccc1)S(=O)(=O)c1nc2nc(C)c(C)c(C)n2n1
    2, 6
O=[N+]([O-])c1cn[nH]c1-c1cnn(-c2ccccc2)c1
    10, 33
CC(C)CN1CCn2cc(C(=O)NCc3cccc(Br)c3)nc2C1
    0, 13
CC(=O)c1cccc(NC(=O)c2noc3c2CCCC3)c1
    -5, -2
COc1ccccc1N1CCN(c2ncc(C(=O)NC3CCCCC3)c3ccccc23)CC1
    -2, 3
CCCC1(CO)CCCN1C(=O)c1ccsc1 (stereo not drawn)
    2, -4

Following part:
Value order – Pf apPOL block, mHTT-CaM PPI inh
N#Cc1cc2c(nc1SCc1ccc(Cl)cc1)CCCC2=O
    -2&-43, -6&-38
Fc1ccc(CSc2ncnn2Cc2ccc(F)cc2)cc1
    0, -26
O=C1CC(N2CCOCC2)=NN1c1ccc([N+](=O)[O-])cc1
    0, 21
N#Cc1c(F)cccc1N1CCOCC1
    -7&-2, .
O=C(O)CCC(=O)Nc1ccccc1C(=O)Nc1ccccc1
    -2, -3
O=C1CC(Sc2ccccn2)C(=O)N1c1cccc(Cl)c1Cl (stereo not drawn)
    -5, 0
COc1cc(C(=O)Nc2cccc(F)c2)cc(OC)c1OC
    -9, -6
CC1CCCN(c2cc(C(=O)NC(C)C(C)(C)C)c3ccccc3n2)C1 (stereo not drawn)
    -4, -17
O=C1c2ccc([N+](=O)[O-])cc2C(=O)C1c1ccccn1 (stereo not drawn)
    3, -5
CN(C)S(=O)(=O)c1ccc2nc(NC(=O)c3nc4ccccc4s3)sc2c1
    -3, 0
Cc1cccc(C2CC(c3ccc(Br)s3)Nc3nnnn32)c1 (stereo not drawn)
    2, 0
CCc1onc(C)c1C1CCCN1C(=O)c1cc(C)no1 (stereo not drawn)
    -2, -3
O=C(CS(=O)(=O)c1cn(Cc2cccc(F)c2)c2ccccc12)N1CCc2ccccc21
    6, 5
O=C(O)CCCN1C(=O)C2C3CC(C4Sc5[nH]c(=O)sc5C=C34)C2C1=O (stereo not drawn)
    10, 2
CCNc1cc(N2CCC(CCC(=O)N3CCN(C(C)C)CC3)CC2)ncn1
    -2, 7
O=C(NCc1cccs1)Nc1nc(-c2ccccn2)cs1
    -7, 100*
COc1ccccc1N1CCN(S(=O)(=O)c2cc(Cl)ccc2Cl)CC1
    4, -21
O=C1OC(Nc2cc(Cl)cc(Cl)c2)c2ccccc21 (stereo not drawn)
    3, -9
Cc1ccc(CN2CCC(C(=O)N3CCOCC3)CC2)o1
    -3, -7
Cc1cc(Cl)ccc1NC(=O)C1CCc2sc(C(=O)N(C)C)cc2C1 (stereo not drawn)
    -4, 0
O=C1C(=O)N(c2ccccn2)C(c2ccccc2F)C1=C(O)c1ccc([N+](=O)[O-])cc1 (stereo not drawn)
    -11, 4
O=C(Cc1ccccc1F)Nc1cc(-c2ccccn2)no1
    -3, -5
Cc1cc(C)cc(NC(=O)c2cnn3c2NC(c2ccco2)CC3C(F)(F)F)c1 (stereo not drawn)
    0, 6
CCc1cc2c(=O)c(-c3ccc4c(c3)OCCO4)coc2cc1OC(=O)c1cccc(OC)c1
    -2, 1
CC(C)NC(=O)C1CCCN(S(=O)(=O)N2CCCCCC2)C1 (stereo not drawn)
    -6, -4
COc1ccc(C(=O)N2CCc3c(nc4cc(-c5ccccc5)[nH]n4c3=O)C2)c(OC)n1
    -1, 56*
Cc1ccccc1NC(=O)c1cccc(-c2cnc(N3CCCCC3)nc2)c1
    5, 1
O=C(NC1CCCC1)C1CCN(c2ncccc2-c2nc(-c3ccccc3)no2)CC1
    -2, -5
Cc1cc(Nc2ccccc2)nn1C(=O)c1ccc([N+](=O)[O-])cc1
    -1, 19

3 compounds drawn at random from those above, as already listed:
Value order – Pf apPOL block, mHTT-CaM PPI inh
O=C(NC1CCCC1)C1CCN(c2ncccc2-c2nc(-c3ccccc3)no2)CC1
    -2, -5
COc1ccc(C(=O)N2CCc3c(nc4cc(-c5ccccc5)[nH]n4c3=O)C2)c(OC)n1
    -1, 56*
Cc1cc(C)cc(NC(=O)c2cnn3c2NC(c2ccco2)CC3C(F)(F)F)c1 (stereo not drawn)
    0, 6

A draw from above in order of heavy-atom count, falling.
Value order – Pf apPOL block, mHTT-CaM PPI inh
CCOc1ccc(S(=O)(=O)N=C2C=C(Nc3ccc(O)cc3)C(=O)c3ccccc32)cc1
    0, 94*
Cc1ccccc1NC(=O)c1cccc(-c2cnc(N3CCCCC3)nc2)c1
    5, 1
O=c1c(C=NCc2ccco2)c(C(F)(F)F)[nH]n1-c1ccc([N+](=O)[O-])cc1
    0, 12
O=C1CC(N2CCOCC2)=NN1c1ccc([N+](=O)[O-])cc1
    0, 21
